KCNQ1 act = potentiators or activators of KCNQ1 channel, primary screen, cell-based, thallium flux, high-throughput. B-score at 10 µM. CHO-K1 KCNQ1, thallium flux FluxOR fluorescence; hits give high values. 0.35% of 310,000 active. Potassium voltage-gated channel subfamily KQT member 1 (Homo sapiens), P51787. AID 2648, 2010;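 active means fluorescence ratio B-score, a plate-corrected score, at least three library SD, with initial intensity B-score within 5 SD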
Target sequence (P51787 whole entry, looked up): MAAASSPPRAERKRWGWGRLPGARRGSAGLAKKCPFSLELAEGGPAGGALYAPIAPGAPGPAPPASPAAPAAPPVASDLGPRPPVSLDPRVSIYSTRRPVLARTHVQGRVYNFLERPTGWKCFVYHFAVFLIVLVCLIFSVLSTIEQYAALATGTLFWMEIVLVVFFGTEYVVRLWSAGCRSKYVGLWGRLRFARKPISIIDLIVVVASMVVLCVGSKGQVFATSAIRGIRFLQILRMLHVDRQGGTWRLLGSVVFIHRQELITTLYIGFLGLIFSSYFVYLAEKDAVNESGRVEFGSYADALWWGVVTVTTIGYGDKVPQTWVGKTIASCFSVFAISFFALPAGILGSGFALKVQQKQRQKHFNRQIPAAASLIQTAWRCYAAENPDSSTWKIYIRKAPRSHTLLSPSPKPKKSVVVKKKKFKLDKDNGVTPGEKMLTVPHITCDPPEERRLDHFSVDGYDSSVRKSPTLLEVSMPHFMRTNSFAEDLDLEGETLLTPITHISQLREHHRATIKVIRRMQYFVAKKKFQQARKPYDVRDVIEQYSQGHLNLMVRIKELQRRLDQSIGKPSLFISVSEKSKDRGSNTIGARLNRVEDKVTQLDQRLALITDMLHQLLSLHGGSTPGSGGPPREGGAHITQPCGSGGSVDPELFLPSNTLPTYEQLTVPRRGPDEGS
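Test system: CHO-K1 cells stably expressing KCNQ1 / Medium: assay buffer / Also added: depolarizing K+/Tl+ stimulus, K2SO4 and Tl2SO4 each 12.5 mM in 5x stock / Incubation: 90 min dye loading and 20 min compound exposure, both at room temperature / Signal: thallium influx via FluxOR fluorescence, kinetic imaging / Evaluation: B score of baseline-normalized fluorescence ratio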
TRPC4 block = inhibitors of mouse TRPC4 channel, primary screen, Fluo4 calcium, HEK293 TRPC4beta/mu-opioid cells | Short transient receptor potential channel 4 (Mus musculus), Q9QUQ5 | 0.39% of 300,000 active | B-score at 10 µM | DAMGO-evoked Fluo4 calcium flux; hits give low values | AID 2247, 2010;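 active means B-score over 3 SD under the library average, no early fluorescence shift, positive overall ratio signal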
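Assay system: TRPC4beta/mu-opioid receptor HEK293 cell line; compound dosing: single concentration per test compound; detection: Fluo4 Ca2+ flux fluorescence; evaluation: per-well B score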
PolyA inhibitor = polyadenylation inhibitors in yeast reporter cells, primary screen, luminescence, S. cerevisiae. calls only at 12 µM. S. cerevisiae SKY197-pL101 polyadenylation reporter, beta-gal luminescence; efflux-impaired pdr1/pdr3 knockout yeast; score 100 = 6 SD above DMSO. AID 1875, 2009. 0.02% of 300,000 active;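 active means lowest replicate activity score at least 50, where 100 means six control SD above control mean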;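 further: yeast exposed to compound for 9 h at 30 °C; higher score means more reporter readthrough which indicates perturbed polyadenylation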
TRPC4 potent = positive allosteric modulators of TRPC4, primary screen, cell-based, mouse TRPC4beta, HEK293 mu-opioid, Fluo-4 calcium; Short transient receptor potential channel 4 (Mus musculus), Q9QUQ5; DAMGO EC20, Fluo-4 Ca2+ flux; hits give high values; B-score at 10 µM; 0.42% of 310,000 active; AID 2227, 2009;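 active means B-score of calcium response area above 5 SD of library B-scores, with initial fluorescence ratio within 5 SD of library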;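 further: B-score of integrated fluorescence ratio over time as area under calcium response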
KCNK9 block = KCNK9 potassium channel inhibitors, primary screen, HEK293 cells, thallium flux | Potassium channel subfamily K member 9 (Homo sapiens), Q9NPC2 | FluxOR thallium flux fluorescence; hits give low values | B-score at 10 µM | 1.2% of 310,000 active | AID 488922, 2010;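 active means ratio B-score over 3 SD below the library mean, with starting fluorescence within 5 SD of its mean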;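 further: negative B-score means less thallium flux so channel inhibition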
Target sequence (Q9NPC2 whole entry, looked up): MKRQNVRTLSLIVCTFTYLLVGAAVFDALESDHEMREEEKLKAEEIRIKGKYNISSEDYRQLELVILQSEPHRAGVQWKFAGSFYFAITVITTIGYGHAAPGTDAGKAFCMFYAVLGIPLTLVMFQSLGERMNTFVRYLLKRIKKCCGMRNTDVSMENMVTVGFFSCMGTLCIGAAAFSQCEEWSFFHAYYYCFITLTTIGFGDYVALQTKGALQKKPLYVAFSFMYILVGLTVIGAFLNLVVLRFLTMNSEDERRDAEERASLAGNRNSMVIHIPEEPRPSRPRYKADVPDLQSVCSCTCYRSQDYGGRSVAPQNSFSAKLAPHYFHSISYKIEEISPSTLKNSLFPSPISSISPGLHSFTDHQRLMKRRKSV
Platelet DG rel = inhibitors of platelet dense granule secretion, primary screen, cell-based, MLPCN, human platelets. human platelet-rich plasma, SFLLRN dense granule ATP release, luminescence. inhibition, %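 (compounds screened at 7.5 µM in platelet-rich plasma)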. 0.22% of 300,000 active;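 active means mean replicate score, as percent of positive control, at or above 50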
Dyrk1A ADPGlo = rat Dyrk1A kinase inhibitors, primary screen, biochemical, single point, plate reader; Dual specificity tyrosine-phosphorylation-regulated kinase 1A (Rattus norvegicus), Q63470; ADP-Glo luminescence, NFATc1 peptide; inhibition, % at 12.5 µM; 0.43% of 310,000 active; AID 504441, 2011; in the data active means inhibition above about 50%;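 further: plate controls were vehicle with enzyme for no effect and no enzyme for full effect; many of its hits are not listed in these tables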
KCNQ1 inh = inhibitors of human KCNQ1 channel, primary screen, cell-based, thallium flux, high-throughput; Potassium voltage-gated channel subfamily KQT member 1 (Homo sapiens), P51787; CHO-K1 KCNQ1, FluxOR thallium flux fluorescence; hits give high values; B-score at 10 µM; 1.3% of 310,000 active; AID 2642, 2010;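 active means compounds whose thallium flux B-score, printed positive for inhibition, exceeds three library SD while starting fluorescence stays within three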;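 further: channel opened by potassium depolarization with thallium stimulus after 20 min compound exposure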
TRPC4 act = activators of mouse TRPC4 channel, primary screen, Fluo4 calcium, HEK293 TRPC4beta/mu-opioid cells; B-score at 10 µM; Fluo4 calcium fluorescence; hits give high values; 0.49% of 310,000 active; Short transient receptor potential channel 4 (Mus musculus), Q9QUQ5;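 active means B-score above 5 SD of library B-scores, and initial fluorescence ratio not above library mean plus 5 SD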;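 further: positive B-score marks a calcium rise read as TRPC4 activation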
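Test system: HEK293 cells stably co-expressing mouse TRPC4beta and mu-opioid receptor | Schedule: Fluo4 dye loading 45 min at room temperature, 110 s recording | Measured by: Kinetic Fluo4 calcium fluorescence, 5 s baseline at 1 Hz | Evaluation: B score of integrated ratio | Controls: Buffer (low) and maximal DAMGO (high)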
KCNK3 inh = human KCNK3 channel inhibitors, primary screen, CHO cells, FluxOR thallium flux, B-score; FluxOR fluorescence; hits give low values; Potassium channel subfamily K member 3 (Homo sapiens), O14649; B-score at 10 µM; AID 602410, 2012; 0.84% of 340,000 active;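 active means B-score under library mean minus 4 SD, starting fluorescence ratio at most library mean plus 5 SD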;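 further: more negative B-score means stronger inhibition of thallium flux through KCNK3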
hERG rescue = hERG rescue from dofetilide block, primary screen, cell-based, CHO-hERG, FluxOR thallium flux, dofetilide IC70. Voltage-gated inwardly rectifying potassium channel KCNH2 (Homo sapiens), Q12809. 0.51% of 310,000 active. dofetilide IC70 present. activation (rescue from dofetilide block), less the hit threshold, % at 10 µM. AID 1511, 2009;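 active means activation above the mean of controls blocked by dofetilide plus 5 SD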;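 further: thallium influx through hERG after potassium depolarization seen as dye fluorescence rise; in these data hits start at about 4.7%; inactives centre near -7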
Starred values were filed as active, the others as inactive; i = inactive; x = no result given. The list is partial; count on the stated rates, not on these rows.

SMILES	KCNQ1 act	TRPC4 block	PolyA inhibitor	TRPC4 potent	KCNK9 block	Platelet DG rel	Dyrk1A ADPGlo	KCNQ1 inh	TRPC4 act	KCNK3 inh	hERG rescue
COc1ccc(OCc2nnc(NC(=O)Nc3ccc(F)cc3)s2)cc1	i	i	i	i	i	-5	-7	i	i	i	-23
CCCCCN(C(=O)CCC(=O)OC(C)C(=O)NCc1ccccc1)c1c(N)n(CCCC)c(=O)[nH]c1=O (stereo unspecified)	i	i	i	i	i	17	10	i	i	i	-19
CCOc1cc2c(C#N)c(N3CCOCC3)nc(N)c2c(N)n1	i	i	i	i	i	7	12	i	i	i	-7
O=S(=O)(c1cc(F)ccc1F)N1CCC2(CC1)OCCN2S(=O)(=O)c1cccs1	i	i	i	i	i	4	13	i	i	i	-3
CCOC(=O)C1=NN(C(=O)Cc2ccccc2)C(O)(C(C)(C)C)C1 (stereo unspecified)	i	i	i	i	i	1	-46	i	i	i	-1
CCn1cc(C(=S)N2CCC(C(N)=O)CC2)c2ccccc21	i	i	i	i	i	0	1	i	i	i	-4
O=C(CN1CCN(S(=O)(=O)c2ccc(Cl)cc2)CC1)Nc1ccc(N2CCOCC2)cc1	i	i	i	i	i	5	-5	i	i	i	-6
O=c1[nH]c(CN2CCN(c3ncccn3)CC2)nc2c(Br)cc(Br)cc12	i	i	x	i	-7.5*	5	5	i	i	i	-16
Cc1cc(C)c2c(n1)SCC(=O)N2CC(=O)Nc1ccccc1Cl	i	i	i	i	i	-4	-3	i	i	i	-4
C/C(=N\NC(=O)CSc1nc2ccccc2[nH]1)c1ccncc1	i	i	i	i	i	13	6	i	i	i	-14

Quoted at random: 2 records from the list, in no set order.
SMILES	KCNQ1 act	TRPC4 block	PolyA inhibitor	TRPC4 potent	KCNK9 block	Platelet DG rel	Dyrk1A ADPGlo	KCNQ1 inh	TRPC4 act	KCNK3 inh	hERG rescue
Cc1cc(C)c2c(n1)SCC(=O)N2CC(=O)Nc1ccccc1Cl	i	i	i	i	i	-4	-3	i	i	i	-4
O=C(CN1CCN(S(=O)(=O)c2ccc(Cl)cc2)CC1)Nc1ccc(N2CCOCC2)cc1	i	i	i	i	i	5	-5	i	i	i	-6

Continuation.
SMILES	KCNQ1 act	TRPC4 block	PolyA inhibitor	TRPC4 potent	KCNK9 block	Platelet DG rel	Dyrk1A ADPGlo	KCNQ1 inh	TRPC4 act	KCNK3 inh	hERG rescue
CC(=O)/C=C/n1c(=S)oc2ccccc21	i	i	i	i	i	-9	x	i	i	x	-4
CCO/C(C)=N/n1c2nc3ccccc3nc2c2c(=O)n(C3CCCC3)c(C)nc21	i	i	i	i	i	4	-4	i	i	i	-11
CC1CN(C(=O)C(C)N2C(=O)c3ccccc3C2=O)CC(C)O1 (stereo unspecified)	i	i	i	i	i	7	0	i	i	i	-10
Cc1cc(Br)ccc1NC(=O)c1sc2ncn(CC(=O)N3CCN(c4ccccn4)CC3)c(=O)c2c1C	i	i	i	i	i	3	-8	i	i	i	-11
CN(C)/C=C/C(=O)/C=C/c1cn(-c2ncc(C(F)(F)F)cc2Cl)c2ccccc12	i	i	i	i	i	-4	-2	i	i	i	-9
Clc1cncc(Cl)c1N/N=C/c1ccncc1	i	i	i	i	i	11	6	i	i	i	-6
C=CC1CN(CC(=O)OC)S(=O)(=O)c2ccccc21 (stereo unspecified)	i	i	i	i	i	4	-2	i	i	i	-9
COc1cccc(S(=O)(=O)NCc2ccc(C(=O)Nc3ccc(Cl)c(Cl)c3)cc2)c1	i	i	i	i	i	-12	1	i	i	i	-4
COc1ccc(CNC(=O)C2CCN(S(=O)(=O)c3ccc4c(c3)C(C)(C)C(=O)N4C)CC2)cc1	i	i	i	i	i	-11	0	i	i	i	-8
c1cnn(-c2cc(N3CCOCC3)ncn2)c1	i	i	i	i	i	6	-4	i	i	i	-9
CNc1nc(N/N=C/c2ccc([N+](=O)[O-])cc2)nc(Nc2ccccc2)n1	i	i	i	i	i	16	27	i	i	i	-3
CCCCOc1ccc(C(=O)N(Cc2ccco2)C2CCS(=O)(=O)C2)cc1 (stereo unspecified)	i	i	i	i	i	-4	-5	i	i	i	-7
COc1ccccc1NC(=S)NCc1ccccc1	i	i	i	i	i	0	-2	i	i	i	-11
CC(=O)N1c2ccc(S(=O)(=O)NCCC(=O)Nc3cccc(Cl)c3)cc2CC1C (stereo unspecified)	i	i	i	i	i	1	0	i	i	i	-8
CCc1nnc(NC(=O)Cc2cc(OC)c(OC)c(OC)c2)s1	i	i	i	i	i	2	1	i	i	i	-9
CC[N+]1(CC)CC2CCC(C)(C1)C2(C)C (stereo unspecified)	i	i	i	i	i	-1	3	i	i	i	-6
COc1cccc(C2CC(C(F)(F)F)n3nc(C(=O)NCc4cccnc4)cc3N2)c1 (stereo unspecified)	i	i	i	i	i	-5	0	i	i	i	-6
O=C(OCC#CCSc1nnc(-c2cccc3ccccc23)o1)c1ccco1	i	i	i	i	i	-1	-7	i	i	i	-9
CCC1Oc2ccccc2N(CC(=O)NCc2cccs2)C1=O (stereo unspecified)	i	i	i	i	i	2	-2	i	i	i	-10
O=C(CCc1c[nH]c2ccccc12)NCc1cccc(Cl)c1	i	i	i	i	i	3	8	i	i	i	-3
Cc1nonc1CN(C)C(=O)CC1C(=O)NCCN1Cc1c(F)cccc1Cl (stereo unspecified)	i	i	i	i	i	1	-3	i	i	i	-1
COc1cccc(NC(=O)Cn2c3ccccc3c3nc4n(c(=O)c32)CCS4)c1	i	i	i	i	i	10	-1	i	i	i	-11
COc1ccc(OC)c(NC(=O)C2=C(C)Nc3ncnn3C2c2cccs2)c1 (stereo unspecified)	i	i	i	i	i	-2	-1	i	i	i	-1
COc1ccccc1NC(=O)Cc1noc(CSc2cccc[n+]2[O-])n1	i	i	i	i	i	-12	2	i	i	i	-9
CCN(CC)S(=O)(=O)c1cccc(NC(=O)COC(=O)/C=C/c2ccco2)c1	i	i	i	i	i	-41	-5	i	i	i	-10
CC(=O)Oc1ccc(/C=C2/CCc3ccccc3C2=O)cc1	i	i	i	i	i	31	22	i	i	i	-7
CCN(CC(=O)Nc1ccccc1C(F)(F)F)C(=O)c1oc2ccc(OC)cc2c1C	i	i	i	i	i	-12	13	i	i	i	-19
CCOC(=O)N/N=C/c1cc(OC)c(O)c(OC)c1	i	i	i	i	i	-1	-1	i	i	i	-7
CN(C)c1ccnc2sc(C(N)=O)c(N)c12	i	i	i	i	i	-2	30	i	i	i	-4
Cn1c2ccc(F)cc2c2nnc(SCC(=O)Nc3cccc(O)c3)nc21	i	i	i	i	i	7	9	i	i	i	5.2*
O=C(CN1CCCc2ccccc21)NC(=O)NCc1ccccc1	i	i	i	i	i	-8	5	i	i	i	-20
Cc1cc(C(=O)N(C)CC(=O)Nc2cccc(F)c2)no1	i	i	i	i	i	7	-4	i	i	i	-16
CC(C)CCn1c(=O)c2sccc2n2c(CCCC(=O)N3CCN(c4ccccn4)CC3)nnc12	i	i	i	i	i	-7	-1	i	i	i	-21
COCCCn1c(SCC(=O)Nc2ccc(NC(=O)c3ccco3)c(OC)c2)nc2ccccc2c1=O	i	i	i	i	i	0	-2	i	i	i	-6
CSc1ccccc1OCc1cc(C(=O)NC(C)c2cnn(C)c2)no1 (stereo unspecified)	i	i	i	i	i	14	6	i	i	i	-5
CCOc1ccccc1-c1nc2c(C(C)(C)C)nn(C)c2c(=O)[nH]1	i	i	i	i	i	2	x	i	i	x	-2
COc1cc2c(cc1OC)C(c1cc3ccccc3oc1=O)=NC(C)(C)C2	i	i	i	i	i	0	16	i	i	i	-9
CCOc1cccc(CN2CCC(N3CCC(C(=O)NCC4CCCO4)CC3)CC2)c1 (stereo unspecified)	i	i	i	i	i	-5	-3	i	i	i	-6
CC(=O)c1cccc(NC(=O)CSc2ccc(-c3sc(C)nc3C)nn2)c1	i	i	i	i	i	-7	-1	i	i	i	-3
Cc1cc(C(=O)Cn2cc(C(F)(F)F)ccc2=O)c(C)n1-c1ccccc1	i	i	i	i	i	0	-3	i	i	i	-7
Cc1ccc(S(=O)(=O)NC(=O)Nn2c(C)nnc2C)cc1	i	i	i	i	i	-1	-3	i	i	i	-2
Cc1nc2cc(Cl)ccc2n1CCO	i	i	i	i	i	-6	11	i	i	i	-7
CN(C)C(=S)Nc1cccc(C(F)(F)F)c1	i	i	i	i	i	0	-7	i	i	i	1
COc1ccc(-c2noc(C3CCCN(C(=O)c4cccc(C)c4)C3)n2)cc1 (stereo unspecified)	i	i	i	i	i	3	14	i	i	i	-4
CN(C)C(CNC(=O)Nc1cccc(Cl)c1)c1cccnc1 (stereo unspecified)	i	i	i	i	i	1	3	i	65*	i	-1
Cn1c(CNC(=O)CNC(=O)Cc2ccccc2)cc(=O)n(C)c1=O	i	i	i	i	i	8	-1	i	i	i	-6
Cc1c(C(=O)O)sc2nc(C)n(C)c(=O)c12	i	i	i	i	i	-2	-5	i	i	i	-6

A portion taken from the entries so far, as a working copy:
SMILES	KCNQ1 act	TRPC4 block	PolyA inhibitor	TRPC4 potent	KCNK9 block	Platelet DG rel	Dyrk1A ADPGlo	KCNQ1 inh	TRPC4 act	KCNK3 inh	hERG rescue
Cc1nc2cc(Cl)ccc2n1CCO	i	i	i	i	i	-6	11	i	i	i	-7
CN(C)C(=S)Nc1cccc(C(F)(F)F)c1	i	i	i	i	i	0	-7	i	i	i	1
